M5 antag: CHRM5 antagonism in calcium assay; P08912; CHO-hM5 cells, Fluo-8 calcium fluorescence, ACh EC80; inhibition, % at 3 µM; 360,000 tested, 0.59% active;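 active = inhibition above a per-plate cutoff, the mean of that plate's test compounds plus 3 SD, cut at about 27% in these data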;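 also: 0% = acetylcholine EC80 with DMSO and 100% = DMSO without agonist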
Target sequence (P08912 whole entry, looked up): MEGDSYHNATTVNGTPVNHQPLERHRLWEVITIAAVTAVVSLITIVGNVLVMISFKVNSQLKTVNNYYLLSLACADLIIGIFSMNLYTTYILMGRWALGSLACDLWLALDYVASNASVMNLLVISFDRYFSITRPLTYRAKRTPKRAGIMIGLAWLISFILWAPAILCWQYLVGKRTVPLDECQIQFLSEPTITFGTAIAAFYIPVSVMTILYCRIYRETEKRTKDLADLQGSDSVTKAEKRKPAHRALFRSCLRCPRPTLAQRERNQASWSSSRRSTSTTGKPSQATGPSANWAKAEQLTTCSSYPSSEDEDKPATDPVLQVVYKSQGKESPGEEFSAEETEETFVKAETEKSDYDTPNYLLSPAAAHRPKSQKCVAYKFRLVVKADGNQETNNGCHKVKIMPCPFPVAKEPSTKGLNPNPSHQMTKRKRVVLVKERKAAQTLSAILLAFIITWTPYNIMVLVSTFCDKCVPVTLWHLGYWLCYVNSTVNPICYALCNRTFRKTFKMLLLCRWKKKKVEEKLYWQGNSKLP
CHRM4 PAM: positive allosteric modulators of human muscarinic M4 receptor; P08173; CHO-K1 hM4/Gqi5, Fluo-8 calcium fluorescence, ACh EC20; 0% = ACh EC20, 100% = maximal ACh; activation, % at 3 µM; 360,000 tested, 0.4% active; AID 624126;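 active = activation above its plate's cutoff, the mean activation of sample wells plus 3 SD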; also: some results filed as inactive read as strong as hits
Target sequence (P08173 whole entry, looked up): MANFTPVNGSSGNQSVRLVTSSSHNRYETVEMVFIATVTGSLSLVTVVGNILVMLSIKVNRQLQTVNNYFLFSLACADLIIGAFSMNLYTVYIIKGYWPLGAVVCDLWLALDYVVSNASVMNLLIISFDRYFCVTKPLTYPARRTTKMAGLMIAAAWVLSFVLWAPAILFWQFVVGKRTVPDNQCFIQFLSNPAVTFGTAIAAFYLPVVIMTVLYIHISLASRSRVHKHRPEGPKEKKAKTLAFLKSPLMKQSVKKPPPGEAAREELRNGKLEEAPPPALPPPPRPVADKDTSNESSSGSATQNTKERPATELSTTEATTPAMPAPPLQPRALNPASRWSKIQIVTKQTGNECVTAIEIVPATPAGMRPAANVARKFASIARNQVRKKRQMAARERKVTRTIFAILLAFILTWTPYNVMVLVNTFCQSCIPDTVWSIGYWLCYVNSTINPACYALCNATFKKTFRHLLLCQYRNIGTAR
CHO-K1 Ca antag: counter-screen for M1 antagonists: effect in parental CHO-K1 cells. AID 602250. inhibition, % at 3 µM. 360,000 tested, 0.6% active. ATP-induced calcium, Fluo-8 fluorescence;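 active = inhibition above a per-plate cutoff, the plate's mean sample inhibition plus 3 SD, cut at about 24% in these data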;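 also: 0% = DMSO plus EC80 ATP and 100% = DMSO alone without ATP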
M4 antag: CHRM4 antagonism in calcium assay; P08173; CHO-hM4 cells, ACh EC80, Fluo-8 calcium fluorescence; inhibition, % at 3 µM; 360,000 tested, 0.73% active;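 active = inhibition above its plate's cutoff, the mean inhibition of sample wells plus 3 SD, cut at about 27% in these data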;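 also: 0% = acetylcholine EC80 with DMSO and 100% = DMSO without agonist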
CHO-K1 Ca PAM: M1 PAM counterscreen hit in parental CHO-K1 cells. 360,000 tested, 0.02% active. ATP EC20, Fluo-8 calcium fluorescence; 0% at ATP EC20, 100% at ATP max. activation, % at 3 µM;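 active = activation above the run cutoff, the mean activation of all test compounds plus 3 SD, cut at about 40% in these data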;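 also: peak over basal fluorescence ratio in a 140 s read after ATP addition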
M1 ag parental: nonselective activator or artifact in parental CHO-K1 cells; Fluo-8 calcium fluorescence; scaled to maximal ATP response, vehicle zero; activation, % at 3 µM; 360,000 tested, 0.48% active; in the data active = activation above about 15%;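 also: untransfected CHO-K1 host cells lacking M1 receptor as counterscreen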
CHRM5 PAM: CHRM5 positive allosteric modulation. P08912. CHO-K1 hM5, Fluo-8 calcium, ACh EC20 PAM; 0% = ACh EC20, 100% = ACh EC100. activation, % at 3 µM. 360,000 tested, 0.3% active. AID 624038;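 active = activation above the run cutoff, the mean activation of all test compounds plus 3 SD, cut at about 18% in these data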
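Measured by: Fluo-8 calcium fluorescence; material: human M5 receptor in CHO-K1 cells; schedule: Post-acetylcholine fluorescence recording 140 s; benchmarks: low control EC20 acetylcholine (0%), high control EC100 acetylcholine (100%); read-out: Max/basal fluorescence ratio as % of EC20–EC100 ACh window; compound: single dose, 3 µM nominal final test concentration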
CHRM5 agonist: CHRM5 agonism in calcium assay | CHO-K1 hM5 cells, Fluo-8 calcium fluorescence; 0% DMSO wells, 100% maximal acetylcholine response | activation, % at 3 µM | 360,000 tested, 0.19% active | AID 624037;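 active = activation above the run's mean over test compounds plus 3 SD, cut at about 23% in these data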;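 also: signal is peak over basal fluorescence ratio across the kinetic read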
CHRM4 agonist: agonists of human muscarinic M4 receptor (CHRM4); P08173; activation, % at 3 µM; 360,000 tested, 0.14% active; CHO-K1 hM4/Gqi5, Fluo-8 calcium fluorescence; vehicle 0%, full acetylcholine response 100%;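 active = activation above the run mean over all test wells plus 3 SD, cut at about 32% in these data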;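 also: peak over basal fluorescence ratio per well then scaled between controls; 0% = DMSO wells and 100% = acetylcholine at EC100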
The depositor's hits bear a star; · = not tested or not shown.

SMILES | M5 antag | CHRM4 PAM | CHO-K1 Ca antag | M4 antag | CHO-K1 Ca PAM | M1 ag parental | CHRM5 PAM | CHRM5 agonist | CHRM4 agonist
COc1ccc(N2CCN(CCCNC(=O)Cn3c(=O)c4cccn4c4cccnc43)CC2)cc1 | 13 | -3 | -6 | -13 | -16 | -0.3 | -5 | -6 | 2
O=C(NC1CCCC1)c1cccc(Oc2ccccc2)c1 | -2 | -3 | -4 | -25 | 12 | 1.3 | -2 | -5 | 0
CCC(C)(C(=O)NC1CCCC1)N(C(=O)CC1NC(=O)NC1=O)c1c(C)n(C)n(-c2ccccc2)c1=O (centres undefined) | 8 | -3 | -11 | 2 | 13 | 1.1 | 8 | -3 | 0
COc1ccc(/C=C2/C(=O)N(CC3CCCO3)C(=S)N2C)c(OC)c1 (centres undefined) | 8 | -7 | -4 | 6 | 12 | 4.1 | -10 | 1 | 10
C/C=C(/CCC1NCCc2c1[nH]c1ccccc21)[Si](C)(C)C (centres undefined) | 7 | -2 | 4 | 6 | -1 | 0.1 | 5 | 1 | 2
O=C(C1CCC(=O)N(C2CCCC2)C1)N1CCN(Cc2cccc(Cl)c2)CC1 (centres undefined) | 10 | -6 | -9 | 5 | -3 | 0.9 | -7 | -8 | 0
COc1ccc(CC(=O)N(C)C2CCCCC2)cc1S(=O)(=O)N1CCOCC1 | 1 | -7 | 0 | -4 | -10 | 0.2 | 1 | 2 | 1
Cc1ccc(C(O)C(=O)c2ccco2)cc1 (centres undefined) | 16 | -1 | -10 | 1 | -5 | 0.2 | -8 | 2 | 0
COc1ccc2c(c1)[C@H]1[C@H](CO2)[C@H](c2ccccc2)[C@]2(C)C(=O)Nc3ccccc3C(=O)N12 | 4 | -2 | -15 | 6 | 13 | -0.7 | -9 | -9 | 1
CN(C)c1nc(NCc2ccccc2)nc(N/N=C/c2ccc3c(c2)OCO3)n1 | 5 | -3 | 0 | 8 | 17 | -0.1 | -3 | -4 | 1
COC(=O)C1CCCCN1C(=O)CCc1nnc(CCc2c[nH]c3ccccc23)o1 (centres undefined) | 6 | -3 | 1 | -3 | 13 | 1.6 | -4 | -1 | 2
Cn1cccc1C(=S)N=P(C1CCCCC1)(N1CCOCC1)N1CCOCC1 | 6 | 1 | -11 | 9 | 10 | 0.4 | -7 | 2 | 0

As entered above:
Cn1cccc1C(=S)N=P(C1CCCCC1)(N1CCOCC1)N1CCOCC1 in M1 ag parental = 0.4
CCC(C)(C(=O)NC1CCCC1)N(C(=O)CC1NC(=O)NC1=O)c1c(C)n(C)n(-c2ccccc2)c1=O (centres undefined) in M1 ag parental = 1.1
Cc1ccc(C(O)C(=O)c2ccco2)cc1 (centres undefined) in M4 antag = 1

One compound at a time (already shown). Values in the order: M5 antag | CHRM4 PAM | CHO-K1 Ca antag | M4 antag | CHO-K1 Ca PAM | M1 ag parental | CHRM5 PAM | CHRM5 agonist | CHRM4 agonist
Profile of COc1ccc(/C=C2/C(=O)N(CC3CCCO3)C(=S)N2C)c(OC)c1 (centres undefined) → 8 | -7 | -4 | 6 | 12 | 4.1 | -10 | 1 | 10
Profile of O=C(NC1CCCC1)c1cccc(Oc2ccccc2)c1 → -2 | -3 | -4 | -25 | 12 | 1.3 | -2 | -5 | 0

(next part)
SMILES | M5 antag | CHRM4 PAM | CHO-K1 Ca antag | M4 antag | CHO-K1 Ca PAM | M1 ag parental | CHRM5 PAM | CHRM5 agonist | CHRM4 agonist
CCOc1cccc(C(=O)N/N=C/c2ccoc2)c1 | 14 | -2 | -1 | 5 | -7 | 0.1 | -4 | -3 | 0
CC(=O)NCCOc1nc(N(C)C)nc(N2CCOCC2)n1 | 10 | -2 | -6 | 2 | 14 | 0.3 | -4 | -1 | 0
O=C(C(c1ccccc1)c1ccccc1)N1CC[C@@]2(O)CCCC[C@H]2C1 | 1 | 0 | -3 | -8 | 12 | -0.1 | 1 | 3 | 1
CCOC(=O)CCc1nc2ccccc2[nH]c1=O | -3 | 11 | -7 | -2 | 11 | 0.9 | 5 | 0 | 1
CN(C)Cc1ccccc1CNC(=O)c1ccc(Cl)c(S(=O)(=O)NC2CC2)c1 | 5 | -5 | 3 | 5 | -4 | 0.1 | -2 | 0 | 1
COc1ccc(-c2cc(=O)oc3cc(OCC(=O)NCC(O)c4ccccc4)ccc23)cc1 (centres undefined) | 0 | 0 | 3 | -12 | -8 | 0.1 | 1 | -1 | 4
CCCCC(CC)CNC(=O)CCS(=O)(=O)c1cccc2nsnc12 (centres undefined) | -1 | -4 | -6 | -3 | 19 | 1.9 | -1 | -11 | 2
CCOC(=O)C1(Cc2cccc(OC)c2)CCN(CC(O)CO)CC1 (centres undefined) | -2 | 2 | -8 | -1 | 13 | 1.2 | 8 | 2 | 1
Cc1nnc(SCC(=O)Nc2ccc3c(c2)OCCO3)n1CC1CCCO1 (centres undefined) | 4 | 1 | -1 | 2 | 19 | 0.0 | 0 | -2 | 0
CC(=O)OC1c2ccccc2C(=O)N1c1ccccc1C (centres undefined) | -1 | -2 | -14 | 3 | 3 | 0.2 | -1 | 1 | 0
CC(C)N1C(=O)C2(OCCCO2)c2cc(Br)ccc21 | 12 | -3 | 14 | 4 | -21 | -0.2 | -3 | -1 | -1
COc1cccc(NC(=O)c2cc(-c3ccc(C)o3)nc3ccccc23)c1 | 7 | -7 | -5 | 3 | 12 | 5.4 | -4 | -1 | 13
O=C(COc1ccccc1Cl)N(Cc1ccco1)C1CCS(=O)(=O)C1 (centres undefined) | 11 | -9 | -20 | 0 | -3 | 0.1 | 1 | 2 | 1
O=C(CC1C(=O)NCCN1C(=O)Nc1ccccc1)Nc1ccc2c(c1)OCO2 (centres undefined) | -7 | 4 | -1 | -4 | 4 | 0.0 | 7 | 4 | 1
COc1ccc(OC)c(NC(=O)c2ccc(NC(C)=O)cc2)c1 | -3 | 5 | 5 | 3 | 6 | -0.3 | 0 | 0 | 1
O=C1OCCN1N1CCOC1=O | 8 | 4 | -7 | -11 | 7 | -0.3 | 9 | 2 | 0
CN(C(=O)CSc1nnc(-c2cccs2)n1C1CC1)C1CCS(=O)(=O)C1 (centres undefined) | 7 | 4 | 0 | 2 | -1 | 0.4 | -1 | -2 | 1
COCCNC(=O)CN1CCOc2ccccc21 | 2 | 4 | 0 | -5 | 16 | 0.5 | 1 | 0 | 1
NS(=O)(=O)c1ccc(CCNC/C=C/c2ccccc2)cc1 | -1 | -5 | -2 | 2 | 7 | 0.7 | -1 | -21 | 2
O=C(Nc1nc2ccccc2n1CCN1CCOCC1)c1ccc(Cn2cc([N+](=O)[O-])cn2)o1 | 8 | -5 | 4 | 0 | -14 | 1.4 | -4 | -2 | 5
Cc1ccc(S(=O)(=O)N2C(c3ccccc3)CC(=O)C3CN(S(=O)(=O)c4ccc(Cl)cc4)C(c4ccccc4)CC32)cc1 (centres undefined) | 8 | -4 | · | -3 | · | · | -7 | 2 | 3
CCCn1c(=O)n(CC(=O)NCC2CCCO2)c(=O)c2c3c(sc21)COC(C)(C)C3 (centres undefined) | -9 | -1 | 5 | -7 | 1 | -0.2 | 7 | -1 | 2
O=C(NCc1ccccc1)N1CCn2c(nc3ccccc32)C1 | 3 | -3 | -2 | 5 | 2 | 0.8 | -2 | 0 | 2
Cc1nc(N/N=C/c2cccnc2)cc(N2CCOCC2)n1 | -5 | -5 | -7 | -8 | -1 | 8.0 | -2 | 0 | 1
COc1cccc2cc(C(C)=O)c(=O)oc12 | -4 | 10 | -41 | 7 | 29 | 1.1 | 7 | 4 | 1
O=C(c1cccnc1Cl)N1CCOCC1 | 0 | 4 | -2 | -5 | 8 | 0.0 | -3 | -4 | 1
Cc1ccc(NC(=O)CSC(N)=O)cc1Cl | 1 | 3 | 2 | 11 | 6 | 0.1 | 15 | 2 | 1
COc1cccc(CNC(=O)CCC(=O)N2CCSc3ccccc32)c1OC | 4 | -5 | -4 | 1 | -2 | 1.7 | -10 | 3 | 6
COc1ccc(C(=O)Nc2ncc3c(n2)-c2ccccc2CC3)cc1 | 0 | -2 | 0 | 8 | 20 | 0.9 | -1 | -3 | -1
COc1ccc(C(=O)NCc2c(CC(C)C)oc(C)c2C(=O)O)cc1 | -7 | 1 | -3 | -6 | 5 | 0.3 | 4 | 4 | 0
CN(C)S(=O)(=O)N(CC(=O)N1CCN(Cc2ccccc2)CC1)c1ccccc1 | -10 | 18 | -5 | 5 | 0 | 0.8 | 12 | 2 | 1
C=CCN1C(=O)C(CCCC)NC1=S (centres undefined) | -4 | 10 | -6 | -2 | 10 | -0.5 | 5 | 0 | 1
CNc1nc(SC)nc(N(C#N)CC(=O)OC)n1 | -1 | 6 | -6 | -3 | 12 | 0.0 | -1 | -4 | 1
CCS(=O)(=O)c1ccc2oc(SCC(=O)NCc3ccccc3)nc2c1 | 2 | 5 | -17 | -15 | 3 | 0.3 | 4 | -3 | 2
CCC(=C(c1ccc(O)cc1)c1ccc(OCCN(C)C)cc1)c1ccccc1 | -3 | 7 | -15 | -2 | 24 | 1.4 | 3 | 1 | 2
CCOc1ccc(C(=O)Nc2cc(S(=O)(=O)Nc3ccccc3Cl)ccc2N2CCOCC2)cc1 | 4 | 4 | -4 | 0 | 13 | 1.4 | -3 | -1 | 2
CCOc1ccc(CCNC(=O)Cn2ccc3ccccc3c2=O)cc1OCC | 0 | 7 | 2 | -1 | 7 | 0.3 | 20* | 0 | 1
N#C/C(=C\c1cn(CC(=O)N2CCCCC2)c2ccccc12)C(=O)NCc1ccc2c(c1)OCO2 | -2 | -10 | 6 | 3 | -4 | 0.6 | -4 | -1 | 4
O=C(NCc1ccco1)Nc1cccc2ccccc12 | 7 | 10 | -9 | 1 | 25 | 0.4 | -1 | -6 | 1
CCc1cccc(OCCOCCN2CCCC2)c1 | 1 | 3 | 3 | -1 | 7 | 0.2 | 0 | -13 | 0
C=C(C)CN1CCN(c2c(CCC#N)c(C)c(C#N)c3nc4ccccc4n23)CC1 | 12 | 10 | 18 | -2 | -6 | 0.2 | -3 | -1 | 1
Cc1ccc(NC(=O)CSc2ccc(-c3ccc4c(c3)OCO4)nn2)cc1F | -7 | 15 | -13 | -24 | 11 | 0.1 | 1 | -2 | 1
N#CCCN(Cc1ccncc1)C(=S)NC1CC2C=CC1C2 (centres undefined) | -9 | -3 | 0 | 6 | -12 | 0.6 | 12 | 5 | 1
CCOC(=O)c1nc(C)sc1-c1ccnn1S(=O)(=O)c1cccc(Cl)c1 | 10 | -20 | 6 | -1 | -19 | 0.8 | -3 | -3 | 0
O=C(Nc1ccccc1C(=O)NCc1ccccc1)c1ccccc1Br | 10 | -18 | 11 | 0 | 0 | 2.4 | -12 | -3 | 7
COc1ccc(N(C(=O)c2snc(C(N)=O)c2N)C(C(=O)NC2CCCCC2)c2ccc(C)o2)c(OC)c1 (centres undefined) | 1 | -3 | -6 | 2 | -11 | -0.4 | 1 | -3 | 1
O=C(c1ccccc1)c1nn(-c2ccccc2)c(=O)cc1C(F)(F)F | -3 | 3 | -14 | -10 | 2 | -0.7 | 2 | -9 | -2
CC(=O)/C(C#N)=C1\NC(=O)C(Cc2cc(Cl)ccc2Cl)S1 (centres undefined) | 12 | -5 | -4 | 0 | 0 | 7.8 | -14 | 2 | 11
Cc1ccc2c(c1)c1c(n2CC2COC(C)(C)O2)C(=O)CCC1 (centres undefined) | 3 | 15 | -5 | -5 | 8 | 0.3 | -2 | -2 | -1
CCC1=NN(C(=O)c2ccc(Cl)cc2)C(O)(c2ccc(C)cc2)C1 (centres undefined) | 0 | 1 | -2 | -1 | 4 | 0.3 | -10 | 0 | -1

Source: PubChem BioAssay
